From PubChem
AmpC no deterg = qHTS Inhibitors of AmpC Beta-Lactamase (assay without detergent). AmpC nitrocefin hydrolysis, absorbance 480 nm, 0.0001% Triton. Potency, µM (titrated, usually from 57.1 µM), for the others: at the highest dose activity change, negative = inhibition, most hits filed as inhibitors. actives 0.52% (n = 330,000);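 also: potency is read from the fitted curve at half-maximal effect; plate controls were no compound for no effect and no enzyme for full effect; nearly all actives have a fitted effect of over 20% in size; some results filed as inactive show a strong effect at the top dose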
Target sequence (P00811 whole entry, looked up): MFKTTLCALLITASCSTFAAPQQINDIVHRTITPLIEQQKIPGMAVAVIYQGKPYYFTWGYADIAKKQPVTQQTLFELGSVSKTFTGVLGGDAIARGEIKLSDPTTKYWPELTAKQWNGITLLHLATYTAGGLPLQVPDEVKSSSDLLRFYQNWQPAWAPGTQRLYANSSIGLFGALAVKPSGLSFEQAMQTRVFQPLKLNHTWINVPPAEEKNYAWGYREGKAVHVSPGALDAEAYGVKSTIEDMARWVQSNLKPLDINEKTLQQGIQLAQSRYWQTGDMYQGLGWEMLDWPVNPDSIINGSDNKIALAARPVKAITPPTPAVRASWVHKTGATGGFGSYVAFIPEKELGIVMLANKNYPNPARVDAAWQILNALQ
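20 mM phosphate pH 7.0 + 0.01% (detergent screen) or 0.0001% Triton X-100; 5.3 nM AmpC reagent; cpd preinc 15 min RT; nitrocefin (800 uM stock) to start; A480 q20 s × 4 min; Activity was normalised to no-enzyme and no-compound control wells.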
AmpC detergent = qHTS Inhibitors of AmpC Beta-Lactamase (assay with detergent). P00811. AmpC hydrolysis of nitrocefin, absorbance 480 nm, 0.01% Triton. Potency, µM (highest dose often 114 µM), for the others: at the highest dose activity change, negative = inhibition, actives largely listed as inhibitors. actives 0.041% (n = 370,000);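 also: potency is read from the fitted curve at half-maximal effect; 0% = no-compound wells and -100% = no-enzyme wells; nearly all actives have a fitted effect of over 25% in size; some results filed as inactive show a strong effect at the top dose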
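20 mM phosphate pH 7.0 + 0.01% (detergent screen) or 0.0001% Triton X-100; 5.3 nM AmpC reagent; cpd preinc 15 min RT; nitrocefin (800 uM stock) to start; A480 q20 s × 4 min; Activity was normalised to no-enzyme and no-compound control wells.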
HCV inh = qHTS Assay for Inhibitors of Hepatitis C Virus (HCV) | Potency, µM (doses to about 41.8 µM), for inactives: at the highest dose activity change, negative = inhibition, most hits filed as inhibitors | Huh7.5.1 HCVcc-Cre infection, luciferase reporter, 44 h | actives 3.4% (n = 340,000); also: potency is read from the fitted curve at half-maximal effect
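1,000 cells/well; 4 h culture; + compound; + HCVcc-Cre (~0.5 moi); 44 h; luciferase substrate, RT 15 min; read 15 sec.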
Giardia FBPA inh = qHTS Assay for Inhibitors of Fructose-1,6-bisphosphate Aldolase from Giardia Lamblia; AID 2451, 2010; purified Giardia FBPA; Potency, µM (top dose mostly 59.6 µM), for the others: at the top dose activity, negative = inhibition, hits mostly inhibitors; actives 0.71% (n = 290,000); also: potency is read from the fitted curve at half-maximal effect; nearly all actives have a fitted effect of over 55% in size
Target sequence (A8B2U2 whole entry, looked up): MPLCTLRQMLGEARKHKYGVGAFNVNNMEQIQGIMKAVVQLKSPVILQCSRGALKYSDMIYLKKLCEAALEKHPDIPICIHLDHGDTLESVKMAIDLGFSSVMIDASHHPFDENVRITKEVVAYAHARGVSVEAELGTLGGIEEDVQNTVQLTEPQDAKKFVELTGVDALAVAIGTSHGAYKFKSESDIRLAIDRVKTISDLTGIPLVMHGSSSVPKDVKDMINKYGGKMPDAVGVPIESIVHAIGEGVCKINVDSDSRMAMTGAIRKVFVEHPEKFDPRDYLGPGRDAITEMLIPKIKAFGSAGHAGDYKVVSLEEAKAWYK
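40 nM FBPA preincubated 10 min at RT with compound (up to 57.5 uM final), then substrate plus GAPDH/TPI/NAD/arsenate coupling and diaphorase/resazurin added. Fluorescence read after 20 min at RT, 525/598 nm.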
HCMV inh = qHTS Assay for inhibitors of the human cytomegalovirus (HCMV). actives 4.5% (n = 410,000). activity change, negative = inhibition, % at 57.5 µM. HFF cells, HCMV-luciferase reporter, 72 h; active compounds read low; in the data active = activity change below about -60%; inconclusive = no clear call, values can overlap the other calls; inactive = above about -39%
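Inhibition of viral replication was scored as loss of reporter luminescence in HFFs infected with HCMV-luciferase (MOI 1 PFU/cell) for 72 h; compounds tested at 2 doses, normalized to buffer and Salinomycin controls.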
Sm TGR inh = qHTS Assay for the Inhibitors of Schistosoma Mansoni Peroxiredoxins; Schistosoma mansoni thioredoxin glutathione reductase (TGR), Q962Y6; purified TGR, DTNB reduction, TNB absorbance 405 nm; Potency, µM (titrated, usually from 114 µM), for the others: top-dose activity change, negative = inhibition, hits mostly inhibitors; actives 3% (n = 360,000); AID 485364, 2010; also: potency is read from the fitted curve at half-maximal effect; nearly all actives have a fitted effect of over 60% in size
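TGR 20 nM + NADPH 100 uM (dispensed conc.), cpd preinc 15 min RT; start with NADPH (500 uM addition) then DTNB (15 mM addition). Kinetic TNB absorbance, 405 nm filter. Four-parameter Hill fit across titration.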
Starred values were filed as active, the others as inactive; ? = inconclusive; . = no result given; & = joins results of further samples; [ ] = dose if it differs, or a comment. Unless noted, calls follow the shape of the dose curve; as a rule, active = well fitted curve in the direction sought with a large enough effect; inconclusive = small, poorly fitted or top-dose-only effect, or another doubt; inactive = no such curve, though single readings can be large; an effect the other way counts as inactive or inconclusive. Unless noted, % is scaled to controls: 0 for no effect and ±100 for the full control effect. Outcome played no part in choosing rows; about 9.9% have a hit in one of these screens.

Start of the data: the first 15 compounds, ahead of the listing:
SMILES	AmpC no deterg	AmpC detergent	HCV inh	Giardia FBPA inh	HCMV inh	Sm TGR inh
Cc1c(C(c2ccc(Br)cc2)c2c(C)n(C)n(-c3ccccc3)c2=O)c(=O)n(-c2ccccc2)n1C	110%[activator]	-6%	-4%	-2%	41	2%
COC1CCCCC1Nc1cccc(SC)c1 (configuration not stated)	-13%	2%	3%	-23%	-22	3%
Nc1c(N(Cc2ccccc2)C(=O)COc2ccc(F)cc2Cl)c(=O)[nH]c(=O)n1Cc1ccccc1	-20%	.	5%	.	-23	.
CS(=O)(=O)c1ccc2nc(NC(=O)c3ccccc3Br)sc2c1	-24%	1%	-18%	-14%	56	-4%
O=C1Cc2cc(S(=O)(=O)Nc3cccc(F)c3)ccc2N1	-42%	-16%	14%	.	-22	-1%
O=C(O/N=C(/c1ccccc1)c1ccncc1)c1cccc(F)c1	-7%	1%	-9%	-1%	6	-20%
CC(SCC(=O)NC12CC3CC(CC(C3)C1)C2)C(=O)O (configuration not stated)	-7%	-17%	8%	1%	-22	-9%
COc1ccc(C(=O)NCc2nc3ccccc3[nH]2)cc1OC	7%	?	-7%	-30%	17	0%
CC1CCCC(C)N1C(=O)COC(=O)c1cc([N+](=O)[O-])ccc1N1CCOCC1 (configuration not stated)	?	?	10%[8.37 µM]	.	-6	-22%
N#Cc1ccc(OCC(=O)NC2CCCCCC2)cc1	-16%	.	-12%	.	-8	.
CCn1c(SCc2ccc(F)cc2)nc2ccccc2c1=O	-1%	-1%	-3%	15%	?	8%
COc1ccc(-c2c(-c3ccccc3OC)oc3ccccc23)cn1	34%	3%	?	.	27	-23%
N#Cc1ccc(C(=O)NC(=S)N2CCN(C=O)CC2)cc1	-8%	.	13%	.	4	.
CCCCCCCCOC(=O)C1=C(C)Nc2nnnn2C1c1cccs1 (configuration not stated)	1%	?	-4%	-18%	18	3%
CN(CC(=O)Nc1cccc(F)c1)C(=O)c1cccnc1Sc1ccc(Cl)cc1	1%	3%	-20%	.	-12	3%

Results, previewed entries included:
SMILES	AmpC no deterg	AmpC detergent	HCV inh	Giardia FBPA inh	HCMV inh	Sm TGR inh
Cc1c(C(c2ccc(Br)cc2)c2c(C)n(C)n(-c3ccccc3)c2=O)c(=O)n(-c2ccccc2)n1C	110%[activator]	-6%	-4%	-2%	41	2%
COC1CCCCC1Nc1cccc(SC)c1 (configuration not stated)	-13%	2%	3%	-23%	-22	3%
Nc1c(N(Cc2ccccc2)C(=O)COc2ccc(F)cc2Cl)c(=O)[nH]c(=O)n1Cc1ccccc1	-20%	.	5%	.	-23	.
CS(=O)(=O)c1ccc2nc(NC(=O)c3ccccc3Br)sc2c1	-24%	1%	-18%	-14%	56	-4%
O=C1Cc2cc(S(=O)(=O)Nc3cccc(F)c3)ccc2N1	-42%	-16%	14%	.	-22	-1%
O=C(O/N=C(/c1ccccc1)c1ccncc1)c1cccc(F)c1	-7%	1%	-9%	-1%	6	-20%
CC(SCC(=O)NC12CC3CC(CC(C3)C1)C2)C(=O)O (configuration not stated)	-7%	-17%	8%	1%	-22	-9%
COc1ccc(C(=O)NCc2nc3ccccc3[nH]2)cc1OC	7%	?	-7%	-30%	17	0%
CC1CCCC(C)N1C(=O)COC(=O)c1cc([N+](=O)[O-])ccc1N1CCOCC1 (configuration not stated)	?	?	10%[8.37 µM]	.	-6	-22%
N#Cc1ccc(OCC(=O)NC2CCCCCC2)cc1	-16%	.	-12%	.	-8	.
CCn1c(SCc2ccc(F)cc2)nc2ccccc2c1=O	-1%	-1%	-3%	15%	?	8%
COc1ccc(-c2c(-c3ccccc3OC)oc3ccccc23)cn1	34%	3%	?	.	27	-23%
N#Cc1ccc(C(=O)NC(=S)N2CCN(C=O)CC2)cc1	-8%	.	13%	.	4	.
CCCCCCCCOC(=O)C1=C(C)Nc2nnnn2C1c1cccs1 (configuration not stated)	1%	?	-4%	-18%	18	3%
CN(CC(=O)Nc1cccc(F)c1)C(=O)c1cccnc1Sc1ccc(Cl)cc1	1%	3%	-20%	.	-12	3%
CN(Cc1ccccc1)C(=O)CN1C(=O)COc2ccc(S(=O)(=O)N3CCCC3)cc21	40%	2%	11%	5%	-8	1%
N/C(=N\OS(=O)(=O)c1ccccc1)c1ccncc1	-17%	?	-4%	.	-5	1%
O=C(O)Cn1cc2c(n1)CCCC2	-9%	0%	-8%	1%	-3	-2%
COC(=O)C(NC(C)=O)(Nc1nc(C)cs1)C(F)(F)F (configuration not stated)	-10%	0%	-30%	0%	19	-24%
O=C(Nc1cccc2cccnc12)c1cccc(N2C(=O)CCC2=O)c1	39%	?	-14%	-9%	-17	-10%
Cc1ccc(/C=N/n2c(-c3ccncc3)n[nH]c2=S)cc1	-37%	-3%	12%	0%	?	3%
COc1cc(=O)n2c(n1)SCCC2	-18%	?	22%	5%	22	-20%
CCN(Cc1ccc2c(c1)OCCO2)S(=O)(=O)c1ccc(NC(C)=O)cc1	-19%	-9%	5%	.	1	-7%
Cc1ccc(NC(=O)c2c(C)oc3ccc(O)c(CN4CCOCC4)c23)c(C)c1	.	19%	.	.	10	2%
CCC(CC)C(=O)Nc1cc(C(=O)NCCc2ccccc2)ccc1Cl	-18%	?	-11%	2%	11	1%
C=CCOC(=O)C1=C[C@H](c2cn(C(C)=O)c3ccccc23)C[C@H](OCCCCO)O1	159%[activator]	-5%	-4%	1%	1	?
CCC(C)NC(=S)Nc1ccccc1 (configuration not stated)	-11%	0%	-9%	-2%	-6	11%
Cc1ccc(Cl)cc1N=C(N)N=C(N)N	-19%	-13%	-13%	3%	-36	-1%
O=C(NCc1ccccn1)c1ccc(Cn2cc(Br)cn2)o1	?	-1%	7%	-5%	23	?
CCCCn1nnnc1NCc1ccc(OC)c(OC)c1	2%	?	9%	-3%	19	-3%
O=C(CC1SC(N2CCCC2)=NC1=O)Nc1ccc(C(=O)N2CCN(c3cccc(Cl)c3)CC2)cc1 (configuration not stated)	1%	0%	-5%	.	7	-21%
Cc1cc(C)c2nc(N(CCCN(C)C)C(=O)c3ccc4c(c3)OCCO4)sc2c1	168%[activator]	0%	11µM*	.	?	-4%
CC1CC(C)CN(S(=O)(=O)c2ccc(NC(=O)[C@@H]3CCCN3C(=O)c3cccs3)cc2)C1 (some centres not stated)	-51%	-8%	?	.	46	-9%
O=S1(=O)NC2CCCCCN2c2ccc(F)cc21 (configuration not stated)	-8%	?	-1%	3%	-20	-21%
COc1ccc(CC(=O)OCC(=O)NCc2ccccc2Cl)cc1OC	-22%	6%	20%	-1%	5	-3%
COc1cccc(C2=NOC(C(=O)NCCCn3ccnc3)C2)c1 (configuration not stated)	-2%	-8%	15%	-1%	33	-10%
CCOC(=O)C(Cc1ccccc1)C(=O)Nc1nccs1 (configuration not stated)	-23%	?	6%	3%	2	0%
O=C(O)c1cc2c(cc1NC(=O)c1ccccc1C(F)(F)F)OCCCO2	-18%	-1%	-10%	2%	-27	-2%
COc1ccccc1/C=C(/C(=O)OCC(=O)Nc1cc(C)ccc1C)c1ccccc1	-50%	-9%	-5%	4%	?	-7%
COC(=O)c1ccccc1NC(=O)CSc1nnc(-c2cccnc2)o1	-13%	-1%	8%	-12%	-28	11%
OCCCNc1c2c(nc3cc(-c4ccc(Cl)cc4)nn13)CCC2	-11%	6%	?	-28%	15	0%
COc1cccc(/C=N/NC(=O)c2c(-c3ccccc3)noc2C)c1O	?	-13%	?	21%	-83*	3%
COc1ccc(NC2CCCN(C(=O)CCC(=O)c3ccc(F)cc3)C2)cc1 (configuration not stated)	58%	?	.	-2%	23	-38%
Cc1ccc(Nc2c3c(nc4ncnn24)CC(C)CC3)cc1 (configuration not stated)	-18%	-10%	?	1%	44	-20%
O=C(Nc1nnc(C2CC2)s1)c1cc2c(s1)CCCCCC2	-28%	-2%	.	1%	.	7%
O=C(NCCCn1ccnc1)c1ccccc1NS(=O)(=O)c1ccc(F)c(F)c1	5%	2%	6%	-1%	16	1%
CCc1ccccc1NC(=O)N1CCc2c([nH]c3ccccc23)C1c1ccc(C)cc1 (configuration not stated)	.	16%	.	.	?	6%
CC(C)(C)OC(=O)N1CCC(NC(=O)c2[nH]cnc2C(=O)Nc2cccc(Cl)c2)CC1	-15%	6%	22%	.	0	2%
COc1ccccc1OCCC(=O)N1CCN(c2ccccc2OC)CC1	108%[activator]	2%	-7%	-1%	-11	11%
CCOC(=O)C1CCN(C(=O)CN(Cc2ccc(Cl)cc2)S(C)(=O)=O)CC1	68%[activator]	-17%	-7%	-1%	-16	3%
CC(NC(=O)c1cc2c(=O)n3ccccc3nc2n(C(C)C)c1=N)c1ccccc1 (configuration not stated)	.	2%	.	.	0	-2%
O=C(NCCN1CCN(c2cccc(Cl)c2)CC1)C1CCCN(S(=O)(=O)c2cnc[nH]2)C1 (configuration not stated)	38%	-12%	-6%	-1%	?	0%
CC(=O)c1ccc(NC(=O)CCn2c(=O)oc3ccccc32)cc1	-31%	-7%	-13%	0%	37	0%
CC(C)C(=O)NC(C)C(c1cccs1)N1CCN(C)CC1 (configuration not stated)	-9%	-2%	14%	4%	15	11%
CN1CC=C2C(C#N)=C(N)C(C#N)(C#N)[C@H](c3cccc(Cl)c3)C2C1 (some centres not stated)	-30%	-2%	1%&-22%	?	9	?
CCc1ccccc1N1CC(c2nc3ccccc3n2CCOc2ccc(Cl)c(C)c2)CC1=O (configuration not stated)	.	-4%	.	.	-62*	-7%
Cc1ccccc1-c1nc(CS(=O)CC(=O)NCCCN(C)c2ccccc2)c(C)o1 (configuration not stated)	163%[activator]	-5%	?	.	22	-28%
O=C(Nc1ccc(C(F)(F)F)cc1)C1(c2cccs2)CCOCC1	.	1%	.	.	-12	7%
Cc1ccc(C)c2[nH]c(=O)c(CN(Cc3ccco3)C(=S)NCC3CCCO3)cc12 (configuration not stated)	100%[activator]	2%	-1%	-11%	?	?
O=C(Nc1cccc(C(=O)OCc2cc(=O)n3c4c(sc3n2)CCCC4)c1)c1ccccc1	.	14%	.	.	1	3%
CCC(=O)OC1=CN(Cc2ccccc2)S(=O)(=O)c2ccccc21	.	-5%	.	.	7	-9%
CC(=O)N/C(=C\c1ccccc1)C(=O)OC(C)C(=O)NCc1ccccc1 (configuration not stated)	-1%	-18%	5%	.	-37	-21%
COC(=O)c1ccc(/C=N/OCC(=O)NC2CCCCCCC2)cc1	19%	1%	?	0%	-19	-5%
